Source: PubChem
D1 antagonist: Antagonist of Human D 1 Dopamine Receptor: qHTS; HEK293 TREx D1 cells, calcium flux, dopamine EC80; stronger effect = lower value; activity change, negative = inhibition, % at 10 µM; 360,000 tested, 3.2% active; in the data active = activity change below about -30%; also: % is scaled to controls: 0 for no effect and ±100 for the full control effect
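After overnight tetracycline induction at 30 C, force-coupled D1 HEK293 cells took up a no-wash calcium dye at room temperature. Compounds were added and monitored 180 s, and the response to EC80 dopamine was then recorded.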
D1 ag: Allosteric Agonists of the Human D1 Dopamine Receptor: qHTS; HEK293 T-REx D1 cells, calcium flux, agonist mode; activation, % at 2 µM; 360,000 tested, 1% active; in the data active = activation above about 30%; also: 0% is about no effect
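Tetracycline-induced HEK293 TREx D1 cells, force-coupled to calcium signalling, were dye-loaded with a no-wash calcium kit. Compound was pin-added after a 10 s baseline. Fluorescence was read kinetically at 1 cycle/s for 180 s, with calcium rises flagged as agonism.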
D2 PAM: HTS Assay for Positive Allosteric Modulators of the Human D2 Dopamine Receptor: Primary Screen for Potentiators; D(2) dopamine receptor (Homo sapiens), P14416; HEK293 T-REx D2, calcium flux, EC20 dopamine potentiation; potentiation, % at 10 µM; 340,000 tested, 0.34% active; AID 485347, 2010;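 active = potentiation over 3 SD above the plate norm, cut at about 30% in these data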; also: 0% is about no effect
Target sequence (P14416 whole entry, looked up): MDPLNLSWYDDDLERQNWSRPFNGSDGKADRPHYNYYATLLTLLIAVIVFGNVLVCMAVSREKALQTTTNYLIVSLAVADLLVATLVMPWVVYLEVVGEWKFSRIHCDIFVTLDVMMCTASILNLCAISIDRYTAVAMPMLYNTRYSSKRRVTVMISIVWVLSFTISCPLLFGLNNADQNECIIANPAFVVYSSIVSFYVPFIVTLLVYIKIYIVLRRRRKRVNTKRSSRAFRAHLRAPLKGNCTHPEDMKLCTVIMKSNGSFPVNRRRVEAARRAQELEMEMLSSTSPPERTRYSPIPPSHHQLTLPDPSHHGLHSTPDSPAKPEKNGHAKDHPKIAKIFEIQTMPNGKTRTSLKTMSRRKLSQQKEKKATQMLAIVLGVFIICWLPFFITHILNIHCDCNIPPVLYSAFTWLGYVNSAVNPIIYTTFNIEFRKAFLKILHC
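Potentiation of an EC20 dopamine calcium response is measured in a force-coupled, tetracycline-inducible Hek293 Trex D2 line. Compound-only kinetic reads over 180 s flag agonists before dopamine addition.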
D1 potentiator: Potentiators of Human D1 Dopamine Receptor: qHTS. HEK293 TREx D1 cells, calcium flux, dopamine EC20 potentiation. potentiation, % at 10 µM. 360,000 tested, 0.036% active; in the data active = potentiation above about 30%; also: 0% is about no effect
RXFP1 antag: qHTS Assay for Antagonists of the Relaxin Receptor RXFP1 | 350,000 tested, 0.59% active | HEK293-RXFP1, relaxin-stimulated cAMP HTRF, 30 min; stronger effect = lower value | activity change, negative = inhibition, % at 57.5 µM;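 active = activity change of -60% or lower, but not beyond a set lower limit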; also: % is scaled to controls: 0 for no effect and ±100 for the full control effect
D2 antag: HTS Assay for Allosteric Antagonists of the Human D2 Dopamine Receptor: Primary Screen for Antagonists | D(2) dopamine receptor (Homo sapiens), P14416 | HEK293 TREx D2 cells, calcium flux, dopamine EC80 | inhibition, % at 10 µM | 340,000 tested, 2% active; in the data active = inhibition above about 30%; also: 0% is about no effect
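Overnight-induced (tetracycline, 30 C) HEK293 T-REx cells carrying force-coupled D2 receive a no-wash calcium dye, then compound, then EC80 dopamine at 180 s; signals are read kinetically throughout.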
TRHR enhancer: qHTS for Small Molecule Agonists and Allosteric Enhancers of Human TRH Receptor: Primary Screen for Enhancers | Thyrotropin-releasing hormone receptor (Homo sapiens), P34981 | 360,000 tested, 0.66% active | enhancement, % at 2 µM | AID 493056, 2011 | TRHR cells, fluo-8 calcium fluorescence, EC20 TRH enhancement; in the data active = enhancement above about 30%; also: 0% is about no effect
Target sequence (P34981 whole entry, looked up): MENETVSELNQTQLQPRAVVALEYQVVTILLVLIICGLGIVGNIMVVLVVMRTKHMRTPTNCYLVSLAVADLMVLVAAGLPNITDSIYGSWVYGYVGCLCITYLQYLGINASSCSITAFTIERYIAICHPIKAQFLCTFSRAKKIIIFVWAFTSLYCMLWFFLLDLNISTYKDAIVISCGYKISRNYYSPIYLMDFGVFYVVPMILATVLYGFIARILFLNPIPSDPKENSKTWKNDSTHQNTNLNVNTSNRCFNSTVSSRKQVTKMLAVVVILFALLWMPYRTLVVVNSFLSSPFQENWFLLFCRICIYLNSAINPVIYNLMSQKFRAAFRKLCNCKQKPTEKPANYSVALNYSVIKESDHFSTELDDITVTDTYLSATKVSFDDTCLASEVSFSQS
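TRHR-expressing cells loaded with fluo-8 calcium dye were read kinetically (ex 480/em 530) during compound addition, then stimulated with an EC20 of TRH (10 nM final). Enhancement of the Gq-mediated intracellular calcium response was scored.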
D2 agonist: HTS Assay for Allosteric Agonists of the Human D2 Dopamine Receptor: Primary Screen for Agonists; HEK293 T-REx D2 cells, calcium flux agonist mode; activation, % at 2 µM; 340,000 tested, 0.53% active; AID 485358, 2010;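 active = activation over 3 SD above normal in the single-dose calcium agonist read, cut at about 30% in these data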; also: 0% is about no effect
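In this primary screen, compounds producing a positive calcium signal within 180 s of addition to tetracycline-induced, force-coupled HEK293 Trex D2 cells are flagged; cells are dye-loaded with a no-wash calcium kit beforehand.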
RXFP1 agonist: qHTS Assay for Agonists of the Relaxin Receptor RXFP1. 370,000 tested, 0.3% active. Potency, µM (highest dose often 57.5 µM), inactives show at the top dose activation, usual class: activators. Relaxin receptor 1 (Homo sapiens), Q9HBX9. HEK293T-RXFP1 cAMP TR-FRET, 30 min; response scale: percent of porcine relaxin response, buffer zero; active = well fitted activation curve with a large enough effect; also: potency is read from the fitted curve at half-maximal effect; % is scaled to controls: 0 for no effect and ±100 for the full control effect; nearly all actives have a fitted effect of over 60% in size; many of its hits are not listed in these tables
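HEK293 cells stably expressing RXFP1, treated 30 min at 37C with compounds plus PDE4 inhibitor Ro 20174; cAMP measured by HTRF TR-FRET. Normalized to buffer and 29 nM porcine relaxin; EC50 by Hill fit.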
Active calls of the source: *; . = no result given. Only part of the results is shown. The share of hits here may be higher or lower than overall.

SMILES	D1 antagonist	D1 ag	D2 PAM	D1 potentiator	RXFP1 antag	D2 antag	TRHR enhancer	D2 agonist	RXFP1 agonist
CCOc1ccc(-c2noc(CCCC(N)=O)n2)cc1OC	-3	1	-5	-3	0	-13	7	-0.2	5.1%
CN(CCC(=O)Nc1ccc(Cl)cc1)Cc1ccccc1	-5	10	-26	-10	1	45*	27	-0.6	-0.4%
COc1cc(C2Nc3ccccc3NC3=C2C(=O)CC(c2ccc(OC)c(OC)c2)C3)ccc1O (configuration not stated)	-5	-1	11	-3	-9	23	3	0.4	6.6%
O=C(Nc1ccccc1C(=O)N1CCOCC1)c1cccnc1	7	2	1	-7	0	8	-3	0.9	-1.4%
Cc1cccc(CCNC(=O)C2CCN(S(=O)(=O)N3CCOCC3)CC2)c1	0	0	6	-13	-8	-21	-3	-0.7	0.8%
COC(=O)CCC(=O)c1oc2ccc(OC)cc2c1N	2	0	2	-2	-10	17	6	0.0	0.9%
COC(=O)c1ccc(-c2ccc(C(=O)N3CCCN(C)CC3)cc2)cc1	-3	5	12	2	.	-18	-8	-0.8	2.8%
Cn1c(COc2ccc3ccccc3c2)nnc1SCC(=O)OC1CCCCC1	6	1	-3	-1	-22	12	2	-0.7	-2.4%
CCOc1ccccc1-n1c(SCC(=O)N2CCCC2)nnc1-c1ccc(O)cc1	8	1	31*	9	-15	2	8	-0.5	0.3%
COc1ccc(C/C(C)=N/NC(=O)c2ccc(C)cc2C)cc1	2	1	-7	-4	-4	21	21	0.2	-1.3%
CCCC(=O)Nc1ccc(Cl)c(NC(=O)c2ccc([N+](=O)[O-])cc2Cl)c1	5	1	-1	-3	-3	-4	-4	-0.2	3.5%
O=C(CNC(=O)C1CCCCC1)NC1=NCCS1	12	4	-11	1	-10	9	5	0.1	0.0%
CSCC[C@H](NC(=O)OC(C)(C)C)C(=O)NCC1CCC(C(=O)N[C@@H](Cc2ccccc2)C(=O)O)CC1 (some centres not stated)	-9	3	-15	-5	-4	16	-10	0.1	2.6%
COc1ccccc1NC(=O)C(=O)NCC(c1ccco1)N1CCc2ccccc2C1 (configuration not stated)	-8	2	-4	-2	-8	-24	7	-1.3	0.1%
O=C1CCN1C1(C(=O)NC2CCCCC2)CCCC1	-2	0	9	0	-16	-4	5	-0.5	3.9%
CCOc1ccc(-c2nnc3ccc(SCC(=O)Nc4nc5ccccc5s4)nn23)cc1	8	0	-4	-10	16	-17	1	2.9	1.4%
Cc1cccc(NC(=O)c2ccc(NC(C)c3ccccc3)c([N+](=O)[O-])c2)n1 (configuration not stated)	0	3	-8	-4	-5	12	-5	2.3	0.0%
NS(=O)(=O)c1ccc(NC(=O)CSc2nc3ccccc3[nH]2)cc1	-84*	3	-5	-15	-1	-18	4	2.0	2.0%
O=C(Cn1cc(SCc2cccc(F)c2)c2ccccc21)N1CCCC1	-5	7	2	-2	-25	.	-11	0.7	-0.3%
Cc1ccccc1-c1nc(CS(=O)(=O)CC(=O)Nc2c(C)cccc2C)c(C)o1	0	3	-2	0	.	.	-5	1.1	1.0%

2 successive entries already listed:
SMILES	D1 antagonist	D1 ag	D2 PAM	D1 potentiator	RXFP1 antag	D2 antag	TRHR enhancer	D2 agonist	RXFP1 agonist
CCCC(=O)Nc1ccc(Cl)c(NC(=O)c2ccc([N+](=O)[O-])cc2Cl)c1	5	1	-1	-3	-3	-4	-4	-0.2	3.5%
O=C(CNC(=O)C1CCCCC1)NC1=NCCS1	12	4	-11	1	-10	9	5	0.1	0.0%

The listing continues:
SMILES	D1 antagonist	D1 ag	D2 PAM	D1 potentiator	RXFP1 antag	D2 antag	TRHR enhancer	D2 agonist	RXFP1 agonist
O=C(O)c1ccc2c(c1)C(=O)N(c1ccccc1-c1ccccc1)C2=O	9	2	7	-3	1	-23	-6	0.1	-0.2%
O=S(=O)(c1ccc(-c2ccccc2)cc1)N1CCCCC1	-35*	0	18	-3	-28	5	5	0.1	-1.5%
CCc1ccc2oc(-c3cc(NC(=O)c4cc(OC)c(OC)c(OC)c4)ccc3O)nc2c1	-13	-3	3	1	0	.	-4	0.6	8.3%
CCOc1ccc(NC(=O)CN2C(=O)COc3ccc(S(=O)(=O)N4CCCCC4)cc32)cc1	-12	5	-1	-7	12	-1	-7	-0.1	-0.6%
O=C(c1ccc(=O)[nH]c1)N1CCCc2ccccc21	-1	1	-2	0	5	-7	5	-0.1	-1.6%
CCOC(=O)Nc1ccc2nc(N3CCCCCC3)sc2c1	-12	6	-5	-8	-6	9	8	-0.4	-3.0%
O=C(Nc1nc2ccccc2[nH]1)c1cccc(S(=O)(=O)N2CCOCC2)c1	-4	1	-5	2	-6	-12	19	-0.4	0.4%
C[C@@H](O)Cc1cn(CC(=O)NCCCCCCCCCCC(=O)N2CCNCC2)nn1	-1	3	9	-4	.	6	-1	0.0	-0.1%
NC(=O)CSc1c[nH]c2ccccc12	-26	2	14	-5	-7	-10	5	-1.2	-0.4%
Cc1ccc(C2c3[nH]c4ccccc4c3CCN2C(=O)CCc2ccccc2)cc1 (configuration not stated)	0	0	5	-2	-12	.	8	0.7	3.9%
Cc1ccc(NC(=O)COC(=O)C2COc3ccccc3O2)cc1 (configuration not stated)	-9	2	-11	.	-7	-16	-2	-1.0	9.0%
CCCOc1ccccc1/C=N/Nc1ccnc(=O)[nH]1	7	1	.	2	-2	.	-1	.	2.2%
CCOC(=O)[C@H]1[C@H]2COc3cc(OC)ccc3[C@@H]2N2C(=O)N(c3ccc(Cl)cc3)C(=O)[C@@]12C	5	2	-1	-2	.	-16	-1	0.9	-1.5%
COc1ccc(-c2csc(C)n2)cc1OC	3	-1	-10	-6	35	1	-2	1.3	0.2%
CCC(C)C(NC(=O)c1ccc(Cl)cc1)C(=O)O (configuration not stated)	6	1	3	3	-9	-5	-1	1.0	2.5%
Cc1cnc(C(=O)Nc2ccc(S(=O)(=O)NCC(C)C)cc2)cn1	-29	16	-8	0	2	36*	-6	15	-1.1%
COc1ccc(OC)c(S(=O)(=O)N2CCC(C(=O)NC3CCCCC3)CC2)c1	-2	-1	-7	4	16	-13	20	-0.2	13%
COc1cccc(CNC(=O)CCCN2C(=O)CSc3c2c(C)nn3-c2ccccc2)c1OC	-7	2	-4	-5	.	.	-4	0.6	-2.3%
CCC(C)C(NC(=O)OC(C)(C)C)C(=O)NC(C(=O)N1CCCC1C(N)=O)C(C)CC (configuration not stated)	-7	3	2	3	-9	-2	-1	-0.4	2.1%
O=C(CSc1nnc(-c2cccnc2)n1Cc1ccco1)c1ccccc1	5	1	6	7	4	.	2	-0.1	1.3%
CC(=O)c1cccc(S(=O)(=O)N(Cc2cc3cc4c(cc3[nH]c2=O)OCCO4)CC2CCCO2)c1 (configuration not stated)	-3	0	-6	5	11	-18	2	-0.6	-1.2%
CCOC(=O)N1CCN(C(=O)C(C)c2ccc([N+](=O)[O-])cc2)CC1 (configuration not stated)	10	3	-2	-2	-8	6	-3	-0.1	1.8%
COc1ccccc1NC(=O)N1CCN(C)CC1	21	3	-11	2	-5	-1	4	1.2	-0.7%
O=C(CCCN1C(=O)c2ccccc2C1=O)Nc1c(C(=O)C2CC2)oc2ccccc12	2	4	10	.	2	5	0	-0.2	4.7%
CCOCCCN1C(=O)c2ccccc2CC1(C)C(=O)NC1CCCCC1 (configuration not stated)	-4	-1	-3	5	8	.	1	0.1	-0.4%
C#CCn1c(CCNC(=O)c2ccco2)nc2ccccc21	9	-2	5	4	20	-4	3	0.2	0.2%
O=C(N/N=C/c1ccc(-c2cccc([N+](=O)[O-])c2)o1)c1cccs1	2	1	12	-1	-2	-7	-1	1.2	0.4%
O=C(NCc1cccs1)Nc1cc(Cl)ccc1Cl	1	16	.	-9	-32	.	41*	.	3.5%
CCCc1nc2c(c(=O)c3ccccc3n2C)c(=O)n1-c1cc(C)cc(C)c1	-11	8	9	8	-8	5	4	2.7	0.3%
CCn1c(C)nc2cc(C(=O)OC)ccc21	-14	2	-2	-2	6	-5	-2	-0.1	4.8%
CC1CN(C(=O)c2ccccc2C(=O)c2ncc[nH]2)CC(C)O1 (configuration not stated)	6	3	14	2	-24	-8	13	0.1	2.3%
O=C(COc1ccc(F)c(Cl)c1)N1CCN(c2ccccn2)CC1	-12	2	1	-6	-15	.	-2	.	2.2%
Cc1ccc(S(=O)(=O)CNC(=O)c2ccccc2)cc1	2	4	-1	-5	-5	1	-3	0.0	0.0%
COc1ccccc1NS(=O)(=O)c1c(C)[nH]c(C)c1C(=O)N1CCCC1	9	5	13	-7	13	-13	-4	-1.8	0.8%
OCCNc1nc(N2CCN(Cc3ccccc3)CC2)nc2ccccc12	-1	4	-6	-2	8	5	6	-0.2	0.7%
O=C1NC(=S)SC1=C1CCCCCC1	1	12	11	1	14	6	5	0.4	-0.8%
Cc1ccc(NC(=O)CN(C)C(=O)c2ccc(C(F)(F)F)cc2)cc1	-32*	-1	-8	-1	-3	-9	3	1.3	-2.9%
Cc1cc2occ(CC(=O)N(C)CC(=O)Nc3ccccc3Br)c2cc1C	13	2	20	6	-2	-15	2	-0.4	2.2%
NC(=O)c1c(NC(=O)c2ccc(F)cc2)sc2c1CCC2	-4	2	10	6	-28	-5	3	1.1	2.7%
O=S(=O)(c1ccc(OCc2ccc(Br)cc2)cc1)N1CCOCC1	-4	4	-10	.	0	8	1	-0.6	0.4%

Complete entries, looked up by structure. Values in the order: D1 antagonist	D1 ag	D2 PAM	D1 potentiator	RXFP1 antag	D2 antag	TRHR enhancer	D2 agonist	RXFP1 agonist
O=C1NC(=S)SC1=C1CCCCCC1 is listed as 1	12	11	1	14	6	5	0.4	-0.8%
COc1cc(C2Nc3ccccc3NC3=C2C(=O)CC(c2ccc(OC)c(OC)c2)C3)ccc1O (configuration not stated) is listed as -5	-1	11	-3	-9	23	3	0.4	6.6%
CCOCCCN1C(=O)c2ccccc2CC1(C)C(=O)NC1CCCCC1 (configuration not stated) is listed as -4	-1	-3	5	8	.	1	0.1	-0.4%
Cc1ccc(NC(=O)COC(=O)C2COc3ccccc3O2)cc1 (configuration not stated) is listed as -9	2	-11	.	-7	-16	-2	-1.0	9.0%
